A3A deaminase = inhibitors of human APOBEC3A DNA deaminase; inhibition, % at 20 µM; P31941; recombinant A3A, FAM/TAMRA ssDNA deamination fluorescence; 330,000 compounds, 0.41% hits;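 active means at least 40% inhibition at 20 µM here, with at most 30% in a related deaminase screen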;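 further: plate controls were A3A with DMSO for no effect and wells lacking A3A enzyme for full effect; some results filed as inactive read as strong as hits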
Target sequence (P31941 whole entry, looked up): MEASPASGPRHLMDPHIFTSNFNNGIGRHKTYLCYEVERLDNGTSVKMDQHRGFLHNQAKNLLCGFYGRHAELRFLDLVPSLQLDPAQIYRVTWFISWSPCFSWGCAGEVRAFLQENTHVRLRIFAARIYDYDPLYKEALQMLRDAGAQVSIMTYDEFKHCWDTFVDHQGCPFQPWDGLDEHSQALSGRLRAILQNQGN
PfG6PD inh = PfG6PD (Plasmodium falciparum) enzyme inhibition | PfGluPho enzyme, NADPH resazurin-diaphorase fluorescence | inhibition, % at 20 µM | 350,000 compounds, 0.78% hits | AID 504690;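 active means inhibition reaching at least a set limit at 20 µM in the primary screen, cut at about 59% in these data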;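 further: 0% = DMSO wells with substrate and 100% = DMSO wells lacking glucose-6-phosphate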
hIAP activ = human IAP activation | purified human IAP, CDP-Star luminescence, 30 min; stronger effect = higher value; 1 = vehicle-only enzyme, 0 = enzyme-free background | P09923 | AID 2524 | 330,000 compounds, 0.16% hits | activation factor at 10 µM;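 active means activation factor of the enzyme at least 2-fold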; further: the source names both 10 and 20 µM as test concentration; values of inactives mirror those of a sister screen read the other way
Target sequence (P09923 whole entry, looked up): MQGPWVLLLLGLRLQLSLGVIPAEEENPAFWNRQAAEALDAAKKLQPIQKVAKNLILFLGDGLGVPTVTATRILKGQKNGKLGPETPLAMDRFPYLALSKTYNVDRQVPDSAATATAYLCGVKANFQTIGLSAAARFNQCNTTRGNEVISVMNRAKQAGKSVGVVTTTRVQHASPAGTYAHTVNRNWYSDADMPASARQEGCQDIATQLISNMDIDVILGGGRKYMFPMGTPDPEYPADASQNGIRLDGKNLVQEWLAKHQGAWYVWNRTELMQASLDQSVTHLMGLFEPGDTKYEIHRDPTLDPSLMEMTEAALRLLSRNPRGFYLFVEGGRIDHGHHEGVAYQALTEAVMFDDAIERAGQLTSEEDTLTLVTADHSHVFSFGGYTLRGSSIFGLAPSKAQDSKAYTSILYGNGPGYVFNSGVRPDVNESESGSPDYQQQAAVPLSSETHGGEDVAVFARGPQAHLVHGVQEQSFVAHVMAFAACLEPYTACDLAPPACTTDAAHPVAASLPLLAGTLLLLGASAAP
mIAP activ = increases mouse intestinal alkaline phosphatase activity; activation factor at 10 µM; muIAP, CDP-Star luminescence, 30 min; stronger effect = higher value; 1 = vehicle-only enzyme signal, 0 = enzyme-free wells; 330,000 compounds, 0.24% hits;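 active means activation factor of at least 2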; further: the source names both 10 and 20 µM as test concentration; values of inactives mirror those of a sister screen read the other way
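Assay system: mouse IAP enzyme; reagent: chemiluminescent substrate CDP-Star; dosing: test compounds delivered from DMSO solution; schedule: 30 min at room temperature; measured by: luminescence from enzymatic CDP-Star hydrolysis; controls: DMSO-only wells and no-enzyme negative control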
HKDC1 inhibitor = HKDC1 (human) hexokinase inhibition; Q2TB90; recombinant HKDC1, G6PDH/diaphorase resazurin coupled fluorescence; inhibition, % at 20 µM; 340,000 compounds, 0.16% hits;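 active means inhibition above about 35% when tested at 20 µM, limit read from the data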;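 further: plate controls were DMSO wells with enzyme for no effect and DMSO wells lacking enzyme for full effect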
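Assay system: in-house recombinant HK5 (HKDC1) enzyme. Input: HKDC1 at 5 µg/mL. Medium: Tris pH 8.0 buffer with MgCl2, Tween-20, BSA, BME. Dosing: single 20 µM dose. Schedule: 90 min reaction incubation at room temperature, dark. Signal: resazurin-to-resorufin fluorescence via G6PDH and diaphorase coupling, 525/613 nm. Controls: DMSO-enzyme wells negative, buffer-substituted wells positive.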
hIAP block = blocks human intestinal alkaline phosphatase; purified IAP, CDP-Star luminescence, 30 min; inhibition, % at 10 µM; AID 2544; 330,000 compounds, 0.12% hits; P09923;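 active means inhibition reaching a set limit with compound at 10 µM in the primary screen, cut at about 35% in these data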;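 further: plate controls were DMSO wells with enzyme for no effect and no-enzyme buffer wells for full effect; values of inactives mirror those of a sister screen read the other way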
ATG4B inhibitor = ATG4B (human) cysteine protease inhibition; ATG4B cleavage of LC3-PLA2, NBD-HPC fluorescence, 1 h; Q9Y4P1; inhibition, % at 8.33 µM; 340,000 compounds, 0.51% hits; AID 504462; in the data active means inhibition above about 40%
Target sequence (Q9Y4P1 whole entry, looked up): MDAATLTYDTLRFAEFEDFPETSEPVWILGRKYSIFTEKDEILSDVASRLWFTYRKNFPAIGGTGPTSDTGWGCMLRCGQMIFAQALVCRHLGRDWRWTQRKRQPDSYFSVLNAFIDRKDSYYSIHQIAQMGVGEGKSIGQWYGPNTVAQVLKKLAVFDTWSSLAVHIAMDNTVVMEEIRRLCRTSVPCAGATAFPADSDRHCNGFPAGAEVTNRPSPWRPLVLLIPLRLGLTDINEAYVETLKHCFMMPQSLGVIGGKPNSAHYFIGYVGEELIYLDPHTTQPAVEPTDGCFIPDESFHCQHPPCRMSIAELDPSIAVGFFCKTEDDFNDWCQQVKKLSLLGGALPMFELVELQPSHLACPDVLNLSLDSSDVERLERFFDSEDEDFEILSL
mIAP block = blocks mouse intestinal alkaline phosphatase; purified mouse IAP, CDP-Star luminescence, 30 min; inhibition, % at 10 µM; 330,000 compounds, 0.2% hits; AID 2806;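 active means inhibition of at least 40% at 10 µM in the primary screen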;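 further: plate controls were DMSO with enzyme for no effect and no enzyme wells for full effect; values of inactives mirror those of a sister screen read the other way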
* = called active by the depositor; nt = not tested or not shown. Outcome played no part in choosing rows, and some 2.4% of all compounds hit somewhere here.

Each structure is followed by: A3A deaminase	PfG6PD inh	hIAP activ	mIAP activ	HKDC1 inhibitor	hIAP block	ATG4B inhibitor	mIAP block
- CCN1CCCC1CNC(=O)c1ccc2c(c1)NC(=O)/C(=C\c1ccc(OC)c(OC)c1)S2 (stereo not given)
    1	17	1	0.93	17	0	0	7
- COc1cc(/C=C/C(=O)O)ccc1OS(=O)(=O)c1c(C)cc(C)cc1C
    2	-3	1.1	0.88	-1	-14	-62	12
- Oc1ccc(N=Cc2c(O)ccc3ccccc23)cc1
    0	63*	0.91	0.94	21	9	-9	6
- O=C(O)c1ccc2c(c1)nnn2C1CCCCC1
    2	-7	1.3	1	-2	-32	-5	-1
- COC(=O)CSc1nc(NC#N)nc(NC(C)(C)C)n1
    -3	5	0.94	0.98	-6	6	-7	2
- CC1(C)CC(=O)C2=C(C1)Nc1cc3c(cc1C2c1ccc2c(c1)OCO2)OCO3 (stereo not given)
    0	17	0.87	0.87	12	13	3	13
- O=C1C[C@H](NC(=O)OCc2ccccc2)CO1
    -2	-1	1.3	0.95	-2	-29	-1	5
- COc1ccc(NS(=O)(=O)c2cccc3cccnc23)cc1
    26	7	1.1	1.1	1	-13	-1	-10
- CCCNC(=O)CN(C)S(=O)(=O)c1ccc(F)cc1
    0	-13	1.8	0.93	-11	-82	-19	7
- BrC(=C\c1ccccc1)/C=N/Nc1nc2ccccc2[nH]1
    -2	-1	1.2	0.96	1	-25	1	4
- Cc1c(Cl)cccc1NC(=O)CSc1nc2ncc(Cl)cc2[nH]1
    -1	13	1.2	0.9	2	-23	-10	10
- CCOc1ccc(N2C(=O)NC(Cc3c[nH]c4ccccc34)C2=O)cc1 (stereo not given)
    -2	-6	1	1	1	-3	-1	0
- CCOC(=O)CC1C(=O)NCCN1C(=O)c1ccc(Cl)c(Cl)c1 (stereo not given)
    5	-3	1.2	0.93	0	-17	1	7
- Cc1onc(-c2ccccc2Cl)c1C(=O)N1CCCc2ccccc21
    -2	-7	0.95	0.96	-9	5	-5	4
- O=C(CCN1CCCCC1)Nc1cccc(Br)c1
    -1	-1	1.1	1.1	2	-7	-1	-7

Five compounds from above, reduced to HKDC1 inhibitor and PfG6PD inh.
molecule,HKDC1 inhibitor,PfG6PD inh
CCOC(=O)CC1C(=O)NCCN1C(=O)c1ccc(Cl)c(Cl)c1 (stereo not given),0,-3
O=C(CCN1CCCCC1)Nc1cccc(Br)c1,2,-1
COc1ccc(NS(=O)(=O)c2cccc3cccnc23)cc1,1,7
CCOc1ccc(N2C(=O)NC(Cc3c[nH]c4ccccc34)C2=O)cc1 (stereo not given),1,-6
CC1(C)CC(=O)C2=C(C1)Nc1cc3c(cc1C2c1ccc2c(c1)OCO2)OCO3 (stereo not given),12,17

Of the compounds above, five contain a carbonyl joined to an NH by a bond outside any ring.
Each structure is followed by: A3A deaminase	PfG6PD inh	hIAP activ	mIAP activ	HKDC1 inhibitor	hIAP block	ATG4B inhibitor	mIAP block
- CCN1CCCC1CNC(=O)c1ccc2c(c1)NC(=O)/C(=C\c1ccc(OC)c(OC)c1)S2 (stereo not given)
    1	17	1	0.93	17	0	0	7
- O=C1C[C@H](NC(=O)OCc2ccccc2)CO1
    -2	-1	1.3	0.95	-2	-29	-1	5
- CCCNC(=O)CN(C)S(=O)(=O)c1ccc(F)cc1
    0	-13	1.8	0.93	-11	-82	-19	7
- Cc1c(Cl)cccc1NC(=O)CSc1nc2ncc(Cl)cc2[nH]1
    -1	13	1.2	0.9	2	-23	-10	10
- O=C(CCN1CCCCC1)Nc1cccc(Br)c1
    -1	-1	1.1	1.1	2	-7	-1	-7

Next results:
Each structure is followed by: A3A deaminase	PfG6PD inh	hIAP activ	mIAP activ	HKDC1 inhibitor	hIAP block	ATG4B inhibitor	mIAP block
- Cn1c(-c2ccccc2)c(/C=N/NC(=O)c2ccc(O)cc2)c2ccccc21
    -2	41	0.9	1	-7	10	2	-2
- CCCC(c1nnnn1CCC(C)C)N1CCC(C(N)=O)CC1 (stereo not given)
    -1	-7	0.96	1.1	0	4	0	-6
- CCOc1ccc(/C=N/OCC(=O)Nc2cc(S(=O)(=O)N3CCOCC3)ccc2OC)cc1
    -1	-13	0.99	0.97	-7	1	-3	3
- CN(C(=O)COC(=O)c1cc2c(s1)CCCCC2)C1CCS(=O)(=O)C1 (stereo not given)
    -2	6	1.3	1	-5	-34	-4	-1
- CCc1ccc(-n2c(SCC(=O)Nc3cc(C)[nH]n3)nc3[nH]ncc3c2=O)cc1
    -1	-6	2.2*	0.94	10	-118	-4	6
- NC(=O)COC(=O)c1cccc2c1-c1ccccc1C2=O
    3	-4	1.2	1.1	-4	-21	-15	-8
- CN(CC(=O)Nc1cccc(F)c1)C(=O)c1ccccc1OCC(=O)Nc1cccc(C(F)(F)F)c1
    -2	6	1	1.2	1	-2	-14	-20
- Cc1ccnc(NC(=O)COC(=O)C23CC4CC(CC(C4)C2)C3)n1
    12	-3	0.99	1.1	-1	1	4	-6
- CC(C)(C)c1cccc(P(=O)(c2ccccc2)c2ccccc2)c1O
    6	-22	1.2	0.96	-4	-17	-2	4
- O=C(O)c1ccc(S(=O)(=O)N2CCc3ccccc3C2)cc1
    -5	-23	1.2	1	-7	-21	2	-1
- O=C(CSc1n[nH]c(-c2cccs2)n1)N1CCCc2ccccc21
    2	-6	0.93	1	-12	7	-2	-2
- CN1CCN(C(=O)c2ccc(CS(=O)(=O)c3c(Cl)cccc3Cl)o2)CC1
    -5	-1	0.91	0.95	5	9	-1	4
- CCOc1cc(C2NC(=O)N(C)C(C)=C2C(=O)OC)cc(Br)c1O (stereo not given)
    -2	-3	1.2	1	3	-20	-4	0
- CC(C)CNC(=S)NNC(=O)c1ccc(OC(F)F)cc1
    0	9	1.4	0.94	12	-38	-4	6
- CCOC(=O)c1cn(Cc2ccccc2)c(C(=O)OC(C)(C)C)c1O
    -2	-14	1.1	1.9	0	-6	14	-88

The closing two compounds of the section above come first, to join the parts.
Each structure is followed by: A3A deaminase	PfG6PD inh	hIAP activ	mIAP activ	HKDC1 inhibitor	hIAP block	ATG4B inhibitor	mIAP block
- CC(C)CNC(=S)NNC(=O)c1ccc(OC(F)F)cc1
    0	9	1.4	0.94	12	-38	-4	6
- CCOC(=O)c1cn(Cc2ccccc2)c(C(=O)OC(C)(C)C)c1O
    -2	-14	1.1	1.9	0	-6	14	-88
- CCCC(=O)c1ccc(-c2ccccc2)cc1
    -1	15	1.1	1	-3	-13	2	-3
- CCN(CC1CCCO1)C(=O)CCc1nnc(Cc2ccc3c(c2)OCO3)o1 (stereo not given)
    2	-3	0.81	0.61	3	19	19	38
- Cc1ccccc1CSc1nnc(C)c(=O)[nH]1
    0	-20	1	1.1	-2	0	0	-6
- Cc1cc(C)n(CC(=O)O)n1
    -2	5	1	0.66	-7	-2	-8	34
- N#Cc1cc2c(nc1SCc1ccccc1)CCC2
    1	12	0.75	1.1	3	25	-7	-8
- CSc1nc2ccc(NC(=O)c3ccc(F)c(F)c3)cc2s1
    -3	29	0.95	1	-9	5	2	0
- Cc1cc(C)n(/N=C\c2c(O)ccc3ccccc23)c(=O)c1C(N)=O
    -1	4	0.89	1	17	11	-7	-3
- COc1ccc(NC(=O)C2CCCN2c2nn3c(=O)cc(C)nc3s2)cc1 (stereo not given)
    -2	6	0.92	1.1	5	8	2	-13
- Cc1ccccc1-c1nnc(-c2ccccc2)o1
    -1	-11	1.2	0.98	-4	-19	2	2
- COc1ccc(C2N(C(=O)c3ccccc3)CCN2C(=O)c2ccccc2)cc1
    3	-2	1.1	1.1	-3	-8	-13	-8
- CCOc1ccccc1NC(=O)Cn1c(-c2ccc(Cl)cc2)noc1=O
    3	-7	1	0.92	4	-3	-1	8
- Cc1ccc(-c2cc(C(F)F)n3ncc(C(=O)N4CCc5ccccc5C4)c3n2)cc1
    -2	4	1.1	0.93	5	-14	5	7
- FC(F)(F)c1ccc2c(c1)nc1n2CCCC1
    -2	-9	1	0.98	5	0	7	2
- CC(O)c1cc2c(s1)c1cnn(Cc3ccccc3F)c(=O)c1n2C (stereo not given)
    -3	-18	0.96	0.95	-2	4	-9	5
- Cn1cccc1/C=N/NC(=O)c1sc2ccccc2c1Cl
    -6	5	1	0.98	-32	-2	-11	2

Additional records.
Each structure is followed by: A3A deaminase	PfG6PD inh	hIAP activ	mIAP activ	HKDC1 inhibitor	hIAP block	ATG4B inhibitor	mIAP block
- Cc1ccc(N2OC3C(=O)NC(=O)C3C2c2ccco2)cc1 (stereo not given)
    1	-7	0.83	0.99	0	17	2	1
- CC1CN(Cc2cc(=O)oc3cc(O)ccc23)CC(C)O1 (stereo not given)
    -4	-3	0.96	0.99	-2	4	-3	1
- O=C(Nc1ccc(F)cc1)Nc1cc(OCC(F)(F)F)cc(OCC(F)(F)F)c1
    1	12	1.3	4.6*	12	-34	11	-356
- O=C(CSc1nccn1-c1ccccc1)c1ccc(Cl)cc1
    -8	0	1.1	0.98	6	-11	8	2
- CN(C)C(=O)c1cn(-c2ccccc2)nc1-c1cccs1
    2	-23	0.97	0.97	2	3	-3	3
- CCOc1ccc(NC(=O)Nc2cc(C(C)C)c(O)cc2C)cc1
    0	21	1	1.5	5	-4	-6	-54
- CC(C)Cn1cc(C(=O)NC2CCN(Cc3ccccc3)CC2)c2c3ccccc3n(C)c2c1=O
    0	nt	1.1	0.88	nt	-8	nt	12
- Cc1nn(C)c(C)c1/C=C(/C(=O)C(C)(C)C)n1cncn1
    0	-4	1.2	1	-6	-22	1	-3
- COc1cc(/C=N/NC(=O)c2nnn(-c3nonc3N)c2C(C)C)ccc1OCc1ccccc1
    -3	5	1.2	0.96	2	-21	6	4
- NCCCC(=O)N1c2ccccc2Sc2ccccc21
    0	2	0.94	0.84	-4	6	-8	16
- C=CCn1c(=O)c2ccccc2n2c(SCC(=O)c3ccccc3)nnc12
    -2	22	1	1	8	-4	-12	-5
- C=CCc1ccc(OCCCN2CCCC(C)C2)c(OC)c1 (stereo not given)
    4	2	1.3	0.93	-1	-27	-6	7
- C#CCNC(=O)C(C)c1ncc(C(F)(F)F)cc1Cl (stereo not given)
    -3	-2	0.84	0.97	5	16	-2	2
- C=CCn1c(SCc2ccccc2)nc(O)cc1=O
    -4	-5	0.98	1	-1	2	-5	-3
- CCc1ccc(C2CC(=O)N3CN(c4ccccc4)CSC3=C2C#N)cc1 (stereo not given)
    0	78*	0.84	0.97	16	16	-1	3

Remaining list, next part
Each structure is followed by: A3A deaminase	PfG6PD inh	hIAP activ	mIAP activ	HKDC1 inhibitor	hIAP block	ATG4B inhibitor	mIAP block
- CN1C(=O)NC(NS(=O)(=O)c2ccc(N)cc2)(C(F)(F)F)C1=O (stereo not given)
    -3	-8	0.84	1	-11	16	-5	-1
- CCOC(=O)CSc1nc2ccccc2c(=O)n1CC1CCC(C(=O)NCc2ccco2)CC1 (stereo not given)
    0	-1	0.87	1.1	4	13	6	-12
- CCOC(=O)c1c(C)c(C#N)c2c3ccccc3ccn12
    -11	3	0.89	0.99	-4	11	0	1
- CCS(=O)(=O)c1ccc(O)c(NC(=O)COc2ccc(Cl)cc2)c1
    -1	-9	0.87	0.94	-11	13	8	6
- Cc1ccc(C(=O)NCc2nnc(SCC(=O)Nc3ccccc3)n2C)cc1
    -1	-17	0.91	1	6	9	1	-1
- CNC(=S)N1CCN(S(=O)(=O)c2ccc3ccccc3c2)CC1
    -1	-25	0.9	0.99	-5	10	-3	1
- Cc1cc(O)c(C(=O)Nc2cccc(Cl)c2)c(=O)n1C
    -3	3	1.2	1	-6	-22	2	-3
- CC1CCC(NC(=O)CCN2C(=O)C3C4C=CC(C4)C3C2=O)CC1 (stereo not given)
    -6	-13	1.1	0.94	-3	-11	11	6

High-throughput results as filed in PubChem.
